# 14-3-3 PPI = alters human 14-3-3 gamma binding to Raf peptide. actives 0.19% (n = 160,000). AID 422. P61981. inhibition, % at 40 µM. FP, 14-3-3gamma / TMR-pS259-Raf peptide binding; in the data active means inhibition above about 30%;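 further: 0% = protein plus tracer without compound and 100% = blank with tracer alone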
# Target sequence (P61981 whole entry, looked up): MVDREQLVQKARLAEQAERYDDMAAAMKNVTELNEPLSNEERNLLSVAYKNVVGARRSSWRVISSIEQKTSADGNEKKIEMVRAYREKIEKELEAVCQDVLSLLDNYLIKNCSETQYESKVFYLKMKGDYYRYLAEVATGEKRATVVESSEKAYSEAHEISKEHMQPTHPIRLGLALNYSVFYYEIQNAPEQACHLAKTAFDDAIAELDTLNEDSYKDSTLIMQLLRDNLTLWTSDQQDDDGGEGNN
# Active calls of the source: *; & = joins results of further samples; ! = a repeat was not active. These rows are one share of the data; rates above refer to the full screens.
SMILES | 14-3-3 PPI
COC(=O)[C@H]1[C@H]2C[C@H]3c4[nH]c5ccccc5c4CCN3C[C@H]2CC[C@@H]1O | 17
O=C(Nc1nc(-c2ccccc2)c(-c2ccccc2)s1)c1ccc(S(=O)(=O)N2CCCCC2)cc1 | 12
COc1ccc(CN2CCC(N3CC(C)OC(C)C3)CC2)c(OC)c1 (stereo unspecified) | 1
CCSc1ccccc1C(=O)N1CCN(c2ccccc2F)CC1 | 4
COc1ccc(OCC(=O)N2CCN(C(=O)c3ccc(F)cc3)CC2)cc1 | -2
COc1ccc(-c2nc(N)nc(C)c2Oc2ccccc2Br)c(O)c1 | -9
COc1ccc(-c2noc(CN3CCN(c4ccccc4F)CC3)n2)cc1OC | -4
CN(CCCNC(=O)c1cc(-c2cccnc2)nc2ccccc12)C1CCCCC1 | -6
Cc1cc(=O)n2[nH]c(-c3ccco3)nc2n1 | -1
Cc1ccc(S(=O)(=O)NCC2CCC(C(=O)NC3CCCCC3C)CC2)cc1 (stereo unspecified) | 2

# (further entries)
SMILES | 14-3-3 PPI
Cc1cccc(NC(=O)CCN2C(=O)c3ccccc3C2=O)c1 | -23
COc1ccc(C(=O)COC(=O)c2ccccc2N2C(=O)C3C4CCC(C4)C3C2=O)cc1 (stereo unspecified) | -3
CS(=O)(=O)N(CC(=O)NCCSc1ccccc1)c1cc(C(F)(F)F)ccc1Cl | 0
O=C1CC(C(=O)Nc2ccccc2C(=O)O)C(c2ccccc2)O1 (stereo unspecified) | -4
O=C(Nc1ccccc1)C1CCN(S(=O)(=O)c2ccc(Cl)cc2)CC1 | 1
CCCCN(CC)C(=O)Cn1cnc2ccc(S(=O)(=O)N3CCC(C)CC3)cc2c1=O | -16
Cc1sc(NC(=O)c2cc(-c3ccc(Cl)cc3)nc3ccccc23)c(C#N)c1C | -85
COc1ccc(S(=O)(=O)Nc2c(C)n(C)n(-c3ccccc3)c2=O)cc1 | -1
Nc1nc(N2CCOCC2)ncc1F | -5
Cc1cccc(-c2c3c(=O)n(C)c(=O)n(C)c3c3nnc4ccccc4n23)c1 | -11

# Other structures follow:
SMILES | 14-3-3 PPI
Cc1ccc(OCC(=O)NCC(=O)n2nc(C)cc2C)cc1 | 14&-6
Cc1cccc(N(CC(=O)NCC2CCCO2)C(=O)CCC(=O)Nc2cc(C)on2)c1 (stereo unspecified) | -4
Cc1occc1C(=O)N1CCN(c2ncccn2)CC1 | -4
O=c1c2ccccc2nc2cc(-c3ccc(F)cc3)c(-c3ccc(F)cc3)nn12 | -69
CC(C)N1C[C@@]23C=C[C@@H](O2)C(C(=O)OCc2ccccc2)[C@H]3C1=O (stereo partly specified) | -8
CC[n+]1ccc(C)c2cc(S(=O)C(F)(F)F)ccc21 (stereo unspecified) | -3&-2
CN(C)c1ccc(-c2nc3cc(NC(=O)c4ccccc4[N+](=O)[O-])ccc3o2)cc1 | -26
CC1=C(C(N)=O)C(c2ccc(F)cc2)n2nc(SCc3ccccc3)nc2N1 (stereo unspecified) | -1
CC(C)NC(=O)CCCn1c(=S)[nH]c2ccc(Br)cc2c1=O | 6
CC1(C)CC(=O)C(C(=O)CCCCC(=O)C2C(=O)CC(C)(C)CC2=O)C(=O)C1 | -1

# Next structures.
SMILES | 14-3-3 PPI
Cc1cccc(C(=O)NCc2n[nH]c(=S)n2-c2ccc(Br)cc2)c1 | 0
Nc1nc(N2CCOCC2)nc(N(c2ccccc2)c2ccccc2)n1 | 0
CC1CCN(C(=O)CSc2c3c(nc4ccc(Cl)cc24)CCCC3)CC1 | -2
CC1=C(C(=O)OCCOc2ccccc2)C(c2ccc(C)cc2)C2=C(CCCC2=O)N1 (stereo unspecified) | -6
COc1cc(C)c(S(=O)(=O)N2CCN(C)CC2)cc1C | -5
CCN(CC)C(=O)c1cc2c(=O)n3cccc(C)c3nc2n1C | -12
CC(C)OC(=O)C(CC(=O)O)NCc1ccccc1 (stereo unspecified) | 6
Cc1ccc(C(=O)Nc2c(C)ccc3nsnc23)cc1 | 7
COC(=O)c1c(NC(=O)c2cccc(Br)c2)sc(C)c1C | 5
O=C(CSc1ncn(-c2ccccc2)n1)c1cccs1 | 2

# The results go on.
SMILES | 14-3-3 PPI
CN(C)c1ccc(C(=S)N2CCN(c3ccccc3)CC2)cc1 | -2
COc1ccc(C2C3C(=O)N(c4ccccc4C)C(=O)C3ON2c2ccccc2)cc1 (stereo unspecified) | -2
Cc1c(C(=O)NCCCN2CCOCC2)oc2ccc(S(=O)(=O)N3CCCC3)cc12 | -16
CCCC(C)c1c(O)nc(Nc2nc(C)c3cccc(C)c3n2)[nH]c1=O (stereo unspecified) | -56
CC1(C)Nc2ccccc2-c2nnc(SCC(=O)O)nc2O1 | 0
CC(=O)N1CCc2cc(S(=O)(=O)NC(C(=O)N(C)Cc3ccccc3)C(C)C)ccc21 (stereo unspecified) | -2
Cc1cccc(-n2ncc3c(NCc4ccc5c(c4)OCO5)ncnc32)c1 | -5
CCN(CC)S(=O)(=O)c1ccc(-c2nnc(SCC(=O)c3ccc(OC)cc3)o2)cc1 | -6
Cc1ccccc1OCC(=O)NCCN(C)C | -5
COCc1[nH]nc2c1C1(CCSCC1)C(C#N)=C(N)O2 | 1

# Additional entries:
SMILES | 14-3-3 PPI
COc1cccc(C2=CC(c3ccc(N(C)C)cc3)n3ncnc3N2)c1 (stereo unspecified) | -14
Cc1ccc2nc(-c3cc(N=Cc4ccc([N+](=O)[O-])cc4)ccc3O)[nH]c2c1 | -8
CC(C)CNc1ncnc2c1sc1nc(-c3ccccc3)c3c(c12)CC(C)(C)OC3 | 0
COc1ccc(CC(=O)N2CC(=O)Nc3ccc(Br)cc3C2c2ccc(F)cc2)cc1 (stereo unspecified) | -9
Cc1ccc(CC2CC(=O)N(c3ccncc3)C2=O)cc1 (stereo unspecified) | -10
CCOCC(=O)Nc1cccc(NC(C)=O)c1 | 1
O=C(C1=C(O)C(=O)N(CCN2CCOCC2)C1c1ccccc1F)c1cccs1 (stereo unspecified) | -2
COCCN(C(=O)CCC(=O)Nc1ccccn1)C(C(=O)NC1CCCC1)c1ccc(OC)cc1 (stereo unspecified) | -1
CCN(CC)S(=O)(=O)c1cccc(C(=O)N2CCCc3ccccc32)c1 | -8
O=C(Nc1ccc(Cl)cc1)c1cnc2ccccc2n1 | -3

# Going on with the list.
SMILES | 14-3-3 PPI
Cc1c(N=Cc2ccncc2)c(=O)n(-c2ccccc2)n1C | -3
O=C(NCCCCO)C(F)(F)C(F)(F)C(F)(F)C(=O)NCCCCO | -7
O=C(O)c1ccc(CS(=O)c2ccccc2)o1 (stereo unspecified) | -7
CCOC(=O)c1c(NC(=O)COc2ccc([N+](=O)[O-])cc2)sc2c1CCCC2 | -35
CCCOC(=O)C1=C(C)NC2=C(C(=O)CC(c3ccccc3)C2)C1c1ccc(OC(C)=O)c(OC)c1 (stereo unspecified) | -6
Cc1ccc2c(c1)[nH]c1c(=O)n(CCCN3CCOCC3)cnc12 | -9
CCN(CC)CCNC(=O)c1ccc(CS(=O)(=O)c2ccc(Br)cc2)o1 | 1
CN(C)c1ccc(CNn2cnnc2)cc1 | -3
CN(C(=O)Cn1c2ccccc2c(=O)c2ccccc21)C1CCCCC1 | 0
CCOC(=O)C1CCN(c2nc3ccccc3nc2C(C#N)C(=O)OC(C)COC)CC1 (stereo unspecified) | 2

# Additional results follow.
SMILES | 14-3-3 PPI
COc1ccc(Oc2c(C(F)(F)F)oc3c(CN4CCN(C)CC4)c(O)ccc3c2=O)cc1 | -12
CC1CCN(CCNC(=O)Cn2c(=O)oc3ccccc32)CC1 | -2
Cc1ccc(CNC(=O)C2CCC(Cn3c(=S)[nH]c4ccccc4c3=O)CC2)cc1 (stereo unspecified) | 1
Cc1ccc(Nc2c(-c3ccccc3O)nc3ccc(C)cn23)cc1 | -2
Cc1cc(=O)[nH]c(-c2ccccc2O)n1 | 1
Cc1csc(NC(=O)CSc2nnc(-c3ccoc3C)n2Cc2ccco2)n1 | -6
CCCC(c1nnnn1Cc1ccco1)N1CCN(C2CCCC2)CC1 (stereo unspecified) | -5
Cc1ccc(C)c(Nc2cc(N(C)C)c3nonc3c2[N+](=O)[O-])c1 | 2
COc1ccc(CCNC(=O)C2CCCN(S(=O)(=O)c3cccc4nonc34)C2)cc1OC (stereo unspecified) | -9&-6
NC1=NC(=Nc2ccc(F)cc2)c2ccccc21 | 0

# Another view of some results above.
compound: Cc1ccc(CNC(=O)C2CCC(Cn3c(=S)[nH]c4ccccc4c3=O)CC2)cc1 (stereo unspecified)
  14-3-3 PPI: 1

compound: O=C(NCCCCO)C(F)(F)C(F)(F)C(F)(F)C(=O)NCCCCO
  14-3-3 PPI: -7

compound: CC1CCN(CCNC(=O)Cn2c(=O)oc3ccccc32)CC1
  14-3-3 PPI: -2

# (more compounds)
SMILES | 14-3-3 PPI
O=C1c2ccccc2C(=O)N1c1ccccc1S(=O)C(F)(F)F (stereo unspecified) | -10
Cc1ccccc1CN1CCN(C(=O)c2cccc(F)c2)CC1 | 3
O=C(CSc1nnc(-c2ccco2)n1CC1CCCO1)c1ccccc1 (stereo unspecified) | 0
COc1ccccc1C1Nc2ccccc2NC2=C1C(=O)CC(c1ccc(Cl)cc1)C2 (stereo unspecified) | -1
O=C(Nc1cccnc1)C1(F)C(F)(F)C(F)(F)C(F)(F)C(F)(F)C1(F)F | -1
Cc1c(C(=O)N2CCC(C(N)=O)CC2)sc2ncn(CC(=O)Nc3cccc(C(F)(F)F)c3)c(=O)c12 | -2
CN(C)C(=O)CSc1nc2ccccc2c(=O)[nH]1 | -6
C=CCNC(=O)C(C)Sc1ccc(Cl)cc1 (stereo unspecified) | -6
O=c1[nH]c2ccc(Cl)cc2c(-c2ccccc2)c1SCCO | 6
O=c1[nH]c2cc(Cl)ccc2c(-c2ccccc2)c1Sc1ncn[nH]1 | -2

# Quoted at random: two entries already listed.
SMILES | 14-3-3 PPI
CN(C)C(=O)CSc1nc2ccccc2c(=O)[nH]1 | -6
Cc1c(C(=O)N2CCC(C(N)=O)CC2)sc2ncn(CC(=O)Nc3cccc(C(F)(F)F)c3)c(=O)c12 | -2

# Continued.
SMILES | 14-3-3 PPI
CCOc1ccc(OCC)c(NC(=O)CSc2nc3ccccc3c(=O)n2C)c1 | -7
CC(=O)Nc1ccc(-c2nc3cc(NC(C)=O)ccc3o2)cc1 | -2
O=C1CCCc2c1cc(C(=O)Nc1ccc(Br)cc1)c(=O)n2-c1ccccc1 | -34
CC(=O)Cc1nsc(NC(=O)c2ccc(COc3ccc(C)cc3)o2)n1 | 6
Cc1cccc(NC(=O)Cc2c(C(=O)O)n(C)c3ccccc23)n1 | -2
CCCCOC(=O)C1=C(C)NC(=O)NC1c1ccc(OC)c(OC)c1 (stereo unspecified) | 4
O=c1c(-c2ccccc2)coc2c(CN3CCCC3)c(O)ccc12 | -6
Cn1c(=NC(=O)c2ccc(S(=O)(=O)N3CCCCCC3)cc2)sc2cccc(Cl)c21 | -5
CC1CCCCN1CCNC(=O)C1CC(=O)N(c2ccc(F)c(Cl)c2)C1 (stereo unspecified) | 0
CC(=O)Nc1ccc2oc3ccccc3c2c1 | -6

# Copied from the results shown for reference:
SMILES | 14-3-3 PPI
CC1CCCCN1CCNC(=O)C1CC(=O)N(c2ccc(F)c(Cl)c2)C1 (stereo unspecified) | 0
CC(=O)Nc1ccc2oc3ccccc3c2c1 | -6

# Remaining list, next part:
SMILES | 14-3-3 PPI
O=C(c1ccc(SCc2ccccc2Cl)c([N+](=O)[O-])c1)N1CCOCC1 | 6
CC(C)(C)n1nnnc1C(c1ccccc1)N1CCc2ccccc2C1 (stereo unspecified) | 0
Cc1cc(-n2ccc(=O)[nH]c2=O)nc(-c2ccccc2)n1 | 0
Fc1cccc(CN2CCN(C3CCCCC3)CC2)c1 | 4
COc1ccc(OCC(O)Cn2c(=N)n(CCN3CCCCC3)c3ccccc32)cc1 (stereo unspecified) | -11
Cc1ccc(S(=O)(=O)N2CCCC2C(=O)O)cc1 (stereo unspecified) | 53*!
COc1ccc(NC(=O)CSc2nncs2)cc1OC | -2
COc1cccc(/C=C2/CN(C)CC3=C2OC(N)=C(C#N)C3c2cccc(OC)c2)c1 (stereo unspecified) | -68
CCOc1ccccc1N1C(=O)CC(N(O)c2ccccc2)C1=O (stereo unspecified) | 5
Cc1nc2nc3c(cn2n1)C(=O)CC(c1ccccc1)C3 (stereo unspecified) | -1

# The list continues.
SMILES | 14-3-3 PPI
CCc1ccccc1-n1cnc2cc(C(=O)NCc3ccc(C)cc3)ccc21 | 0
COc1ccc(NC(=O)C23CCC(C2)C(C)(C)C3=O)cc1 (stereo unspecified) | 1
CC1=C(C(=O)OCCOC(C)C)C(c2coc3ccccc3c2=O)C2=C(CC(c3cccs3)CC2=O)N1 (stereo unspecified) | -10
Cc1cc2c(c(=O)[nH]1)C(=O)OC2=Cc1ccc2c(c1)OCO2 | -6
COc1ccccc1CNC(=O)c1cnn2c(C)c(Cc3cccc(Br)c3)c(C)nc12 | 2
FC(F)(F)c1cc(-c2ccco2)nc(-n2nc(C(F)(F)F)cc2C2CC2)n1 | -2
COCc1cc(C)nc(Oc2ccccc2)c1C#N | -23
COc1cc2c(cc1OC)C(COc1ccc(C(C)C)cc1)N(C(=O)C(C)(C)C)CC2 (stereo unspecified) | -7
Cc1ccc(Cn2ccc(NC(=O)CCSc3nc(-c4ccco4)cc(C(F)(F)F)n3)n2)cc1 | -14
CN(CCNC(=O)c1cc(Sc2ccc(F)cc2)nc2ccccc12)Cc1ccccc1 | -8

# The results go on:
SMILES | 14-3-3 PPI
O=C(Nc1ccccc1)N1CCC(c2nc(-c3ccc(S(=O)(=O)N4CCOCC4)cc3)no2)CC1 | -9
Cc1ccc(C2=Nc3ccccc3N=C(c3ccc(Br)cc3)C2)c(O)c1 | 3
Cc1ccc(CNC2=NCCCCC2)n1C | -5
N#Cc1cn(-c2ccccc2)nc1-c1ccccc1 | 1
CC(C)(C)c1ccc(NC(=O)COC(=O)C2=COCCO2)cc1 | -4
Cc1ccnc(SCCn2c(Br)nc3c2c(=O)n(C)c(=O)n3C)n1 | 1
CCC12C(=O)C(CC)(C(c3ccccc3)=C1c1ccccc1)C1C(=O)N(c3ccccc3[N+](=O)[O-])C(=O)C12 (stereo unspecified) | -10
COc1ccc(-c2nnc(SC)n2-c2ccccc2)cc1OC | -10

# Single entries from the results shown:
# In 14-3-3 PPI, `Cc1ccc(CNC2=NCCCCC2)n1C` has the entry -5
# In 14-3-3 PPI, `COc1ccc(-c2nnc(SC)n2-c2ccccc2)cc1OC` has the entry -10
# In 14-3-3 PPI, `Cc1ccnc(SCCn2c(Br)nc3c2c(=O)n(C)c(=O)n3C)n1` has the entry 1

# Screening results from PubChem.
